TDP1 block: qHTS Assay for Inhibitors of Tyrosyl-DNA Phosphodiesterase (TDP1). Tyrosyl-DNA phosphodiesterase 1 (Homo sapiens), Q9NUW8. recombinant TDP1, AlphaScreen DNA substrate cleavage. Potency, µM (highest dose often 130 µM), for the others: top-dose activity change, negative = inhibition, actives largely listed as inhibitors. 350,000 compounds, 0.28% hits. AID 485290, 2010; also: nearly all actives have a fitted effect of over 40% in size
Target sequence (Q9NUW8 whole entry, looked up): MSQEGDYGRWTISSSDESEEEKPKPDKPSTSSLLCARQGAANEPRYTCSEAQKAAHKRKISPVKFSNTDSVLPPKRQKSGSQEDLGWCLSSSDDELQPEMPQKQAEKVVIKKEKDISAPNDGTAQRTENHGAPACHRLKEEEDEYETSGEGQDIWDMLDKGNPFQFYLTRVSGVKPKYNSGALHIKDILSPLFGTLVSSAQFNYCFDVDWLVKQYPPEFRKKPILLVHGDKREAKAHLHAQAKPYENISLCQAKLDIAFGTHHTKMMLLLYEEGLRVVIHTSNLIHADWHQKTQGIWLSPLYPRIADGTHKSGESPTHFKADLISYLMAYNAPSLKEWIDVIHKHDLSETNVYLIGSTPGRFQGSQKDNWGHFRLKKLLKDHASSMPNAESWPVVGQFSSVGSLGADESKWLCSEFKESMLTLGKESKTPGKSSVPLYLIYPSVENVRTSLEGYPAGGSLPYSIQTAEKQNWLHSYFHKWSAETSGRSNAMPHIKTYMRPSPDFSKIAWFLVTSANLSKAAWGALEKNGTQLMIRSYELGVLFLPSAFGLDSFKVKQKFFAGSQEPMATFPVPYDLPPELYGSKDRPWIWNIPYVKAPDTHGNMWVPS
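Compounds were preincubated with Tdp1 (1 nM final) for 15 min at room temperature before substrate (15 nM final) started a 5 min reaction; beads (10 ug/ml final) were then added for 10 min before AlphaScreen detection.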
N370S GC: qHTS Assay for Inhibitors and Activators of N370S glucocerebrosidase as a Potential Chaperone Treatment of Gaucher Disease. Potency, µM (series often up to 59.4 µM), inactives show at the top dose activity change, negative = inhibition, most hits filed as inhibitors. 330,000 compounds, 0.092% hits. N370S GC spleen homogenate, 4MU-glucoside fluorescence;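 also: 0% = full enzyme activity and -100% = no enzyme basal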
TDP1 cell noCPT: qHTS for Inhibitors of human tyrosyl-DNA phosphodiesterase 1 (TDP1): qHTS in cells in absence of CPT; DT40 Tdp1-/- hTDP1 cells, no CPT, ATP luminescence, 48 h; Potency, µM (doses to about 46.2 µM), without a hit: at the top dose activity change, negative = growth inhibition, most hits filed as inhibitors; 420,000 compounds, 15% hits; AID 686978, 2013; also: nearly all actives have a fitted effect of over 55% in size
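Luminescent ATP content (CellTiter-Glo) served as the growth readout. Knockout chicken DT40 cells expressing human TDP1 were exposed to compounds without camptothecin for a minimum 48 hr at 37 °C.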
An asterisk follows results filed as active; ? = inconclusive; / = no result given; & = joins results of further samples; [ ] = another dose, or the depositor's remark. Calls follow the shape of the dose curve; as a rule, active = well fitted curve in the direction sought with a large enough effect; inconclusive = small, poorly fitted or top-dose-only effect, or another doubt; inactive = no such curve, though single readings can be large; an effect the other way counts as inactive or inconclusive. Unless noted, % is scaled to controls: 0 for no effect and ±100 for the full control effect; potency is read from the fitted curve at half-maximal effect. These rows are one share of the data, so the mix of outcomes need not match the whole.

compound	TDP1 block	N370S GC	TDP1 cell noCPT
N/C(=N\OC(=O)c1ccccc1Br)c1ccc([N+](=O)[O-])cc1	/	-3.6%	-30.7%
O=C(CN1CCN(S(=O)(=O)c2ccccc2)CC1)NC1CC1	1.6%	0.0%	-11.5%
Cc1ccc(NC(=O)c2c(C)oc3ncn(C)c(=O)c23)cc1F	0.9%	/	18.4µM*
Fc1ccc(-[n+]2nc(Nc3ccccc3)sc2-c2ccc(OCc3ccccc3)cc2)cc1	/	-6.7%	23.1µM*
O=C(NC1CCCCCCC1)c1ccc(CNc2c(N3CCOCC3)c(=O)c2=O)cc1	0.0%	-9.8%	-18.1%
Cc1ccc(-n2c(SCC(=O)Nc3ccc4c(c3)OCO4)nnc2-c2cccs2)cc1	3.1%	3.5%	-0.9%
Cc1ccc(OCCn2cc(/C=C/C(=O)O)c3ccccc32)cc1	/	10.9%	18.5%
COc1ccc(NC(=O)c2ccco2)cc1NC(=O)c1cccc(OC(C)C)c1	10.4%	26.2%	11.6µM*
Cc1ccsc1-c1nc(CSCC(=O)N2CCN(c3ccccc3)CC2)c(C)o1	-4.9%	-0.2%	?
Cc1cccc(OCCC(=O)Nc2c(C)n(C)n(-c3ccccc3)c2=O)c1	2.4%	0.8%	-2.8%
CS(=O)(=O)Nc1cccc(-c2cncnc2NCc2ccccc2)c1	/	3.9%	10.0%
COc1ccc(NC(=O)/C(C#N)=C/c2ccc(OCc3cc(=O)n4nc(C)sc4n3)cc2)cc1	-1.3%	/	-4.7%
COc1cccc(-c2nc(CSCC(=O)NCC3CCCO3)c(C)o2)c1 (stereo not drawn)	-4.0%	?	-16.1%
COc1ccc(S(=O)(=O)N2CCC(C(=O)N3CCCCC3)CC2)cc1OC	1.0%	4.0%	?
COc1ccc(C(=O)n2nc(C)c(Br)c2C)cc1	-3.8%	9.4%	-6.6%
COc1ccc(NC(=O)c2ccc(CNc3c(NC4CCCCC4)c(=O)c3=O)cc2)c(OC)c1	7.8%	-23.5%	-8.4%&0.7%
Cc1ccc(SCC(=O)OCC(=O)NCc2cccs2)cc1	0.5%	-1.0%	-25.3%
CC1SCC(=O)N(CC(=O)NCc2ccccc2)C1=O (stereo not drawn)	-1.1%	0.2%	-2.7%
Cc1nc(NC(=O)c2ccccc2)sc1C1(C)CC(c2c(Cl)cccc2Cl)=NO1 (stereo not drawn)	5.0%	-0.9%	?
COc1ccccc1NC(=O)CN(c1ccc([N+](=O)[O-])cc1)S(=O)(=O)c1ccccc1	0.0%	0.4%	-20.3%
CCOc1ccc(C(=O)CCC(=O)N2CCC(C(=O)OC)CC2)cc1	/	-2.9%	-27.5%
O=C(Cc1ccccc1)Nc1ccccc1C(=O)O	2.0%	3.8%	-19.6%
Cc1ccc(C(=O)NCCSc2c[nH]c3ccccc23)cc1C	8.8%	/	?
COc1ccccc1NC(=O)Nc1nc(CC(=O)NCc2ccccn2)cs1	/	-10.9%	25.9µM*
CCc1cccc(CC)c1NC(=O)COC(=O)c1cccc(-c2ccc(OC(C)=O)cc2)c1	5.3%	1.3%	-8.4%

Entries of single compounds, looked up by structure:
Profile of CCOc1ccc(C(=O)CCC(=O)N2CCC(C(=O)OC)CC2)cc1 : TDP1 block = /; N370S GC = -2.9%; TDP1 cell noCPT = -27.5%
Profile of Cc1ccc(-n2c(SCC(=O)Nc3ccc4c(c3)OCO4)nnc2-c2cccs2)cc1 : TDP1 block = 3.1%; N370S GC = 3.5%; TDP1 cell noCPT = -0.9%

(listing goes on)
compound	TDP1 block	N370S GC	TDP1 cell noCPT
O=C1c2cccc([N+](=O)[O-])c2C(=O)N1CCO	4.9%	4.0%	1.2%
O=c1c(-c2cc(F)cc(F)c2)nc2cnc(N3CCNCC3)nc2n1Cc1ccc(F)cc1	/	-22.6%	?
CCOc1ccccc1N1CCN(Cc2ccc(OC)c(OC)c2OC)CC1	5.9%[56.1 µM]	0.5%	?
OCC[C@@H]1C[C@@H](O)[C@H](O)[C@]2(Cc3ccccc3CCO2)O1	/	-1.9%	10.5%
CC(C)(C)OC(=O)NCCCCCNC(=O)c1nc[nH]c1C(=O)NCc1ccccc1	-0.3%	/	?
CCCCCCN(C(=O)CCCCCN1C(=O)NC(C2CCCCC2)C(C(=O)OCc2ccccc2)=C1C)C(C(=O)NCCCC)c1ccc(OCC(=O)OC)c(C(=O)OC)c1 (stereo not drawn)	-4.5%	?	/
CN(C(=O)c1ccccc1C(=O)OCC(=O)Nc1ccc(OC(F)F)cc1)c1ccccc1	-0.2%	/	?
Cn1c(SCc2ccccc2)nnc1-c1ccc2nonc2c1	5.5%	5.7%	-17.3%
CC(C)(C)n1nnnc1C(c1cccs1)N(Cc1ccccc1)Cc1cccnc1 (stereo not drawn)	2.3%	-5.5%	25.9µM*
COc1ccc(OC)c2c1nc1n2CCS1	5.9%	14.4%	3.2%
Cc1cc(-c2ccc(Cl)cc2)n2nc(N)nc2n1	2.3%	9.0%	-11.8%
O=C(CCSc1ccccc1)Nc1nnc(-c2ccccc2)o1	6.9%	4.0%	-8.3%
COc1ccccc1CN(C)C(=O)c1cc2ccccc2o1	-0.1%	19.0%	?
COc1ccc(C(=O)N2CC=C(c3ccccc3)CC2)cc1S(=O)(=O)N1CCOCC1	2.5%	3.6%	-17.8%
CCC1=C[C@@H]2CN(C1)Cc1c([nH]c3ccccc13)[C@@](C(=O)OC)(c1cc3c(cc1OC)N(C)[C@H]1[C@@](O)(C(=O)OC)[C@H](OC(C)=O)[C@]4(CC)C=CCN5CC[C@]31[C@@H]54)C2	15.4%	-1.3%	0.0531µM*
Cc1cccc(CN2C(=O)c3ccccc3S(=O)(=O)c3ccc(C(=O)OCC4CCCO4)cc32)c1 (stereo not drawn)	5.3%	/	-9.6%
CCOC(=O)c1c(C)[nH]c(C)c1S(=O)(=O)NCC(=O)Nc1cccc(C#N)c1	5.3%	/	?
O=C(Nc1c(-c2ccccc2)nc2ccccn12)c1ccco1	1.1%	2.8%	-9.3%
CC(=O)c1cccc(NC(=O)CCCSc2ccccc2)c1	1.0%[0.0935 µM]	-8.8%	-4.5%
CCCN1CCN(S(=O)(=O)c2ccc(OC)c(Br)c2)CC1	5.3%	1.9%	-2.3%
COc1ccccc1NC(=S)NCCN1CCOCC1	0.0%	-2.2%	30.4%[activator]
CCC(CC)C(=O)Nc1cc(-c2cccc(C)c2)nn1-c1ccccc1	5.4%	/	16.4µM*
COc1ccc(-c2sc3ccc(N4CCOCC4)cc3c2C#CC2(O)CCCCC2)cc1	1.8%	/	?
O=C(NCCCN1CCOCC1)c1cccc(S(=O)(=O)N2CCc3ccccc3C2)c1	4.2%	-2.4%	?
N/C(=N\OC(=O)c1cnn(-c2ccccc2)c1C(F)(F)F)c1ccc(C(F)(F)F)cc1	-2.9%	-1.7%	?

compound	TDP1 block	N370S GC	TDP1 cell noCPT
CCCC1C(=O)N(c2ccccc2)C1c1ccccc1 (stereo not drawn)	-2.0%	12.8%	-16.0%
C=CCN(C(=O)c1csnn1)C(C(=O)NCc1ccc(F)cc1)c1ccccc1 (stereo not drawn)	0.0%	3.7%	?
COc1ccc(S(=O)(=O)N2CCN(Cc3nc4ccc(C)cc4o3)CC2)cc1Cl	6.2%	/	?
Oc1ccccc1-c1nc(NCc2cccnc2)c2ccccc2n1	6.8%	25.2%	?
O=C(c1ccc(N2CCN(S(=O)(=O)c3ccccc3)CC2)c([N+](=O)[O-])c1)N1CCOCC1	-1.1%	-1.3%	20.6µM*
Cc1ccccc1CNC(=O)CSc1nnc(C)c2c(C)n(-c3ccccc3)nc12	2.8%	/	-24.4%
Cc1sc2ncn(CC(=O)OC(C)C(=O)NC(C)(C)C)c(=O)c2c1C (stereo not drawn)	1.8%	4.0%	-3.6%
COc1ccc(Cn2c(=O)c3ccccc3n3c(-c4ccc(C)cc4)nnc23)cc1	0.0%	/	?
COC(=O)c1sccc1NC(=O)C1CC(C)=C(C)CC1C(=O)O (stereo not drawn)	1.3%	-8.5%	-22.6%
Cc1c(-c2nc(-c3ccc4c(c3)OCO4)no2)nnn1-c1ccc(C(C)C)cc1	5.3%	/	?
Cc1nc(C)c(Cc2ccccc2Cl)c(=O)[nH]1	-2.6%	9.3%	-6.7%
COc1ccccc1NC(=O)N1CCN(c2ncccn2)CC1	2.1%	1.8%	9.7%
COc1ccc(C2c3c(n(C)c4ccccc34)C(=O)N2CC(=O)Nc2cccc(F)c2)cc1 (stereo not drawn)	2.8%	/	?
C#CCOc1coc(COC(=O)c2ccccc2)cc1=O	3.8%	-12.4%	2.8%
O=C(NCCOC(=O)C1COc2ccccc2O1)c1cccnc1 (stereo not drawn)	-2.8%	9.1%	1.4%
COc1cc2[nH]c(=O)n(CCCC(=O)NCc3ccccc3)c(=O)c2cc1OC	2.9%	/	-9.3%
CSc1ccccc1NC(=O)CN(C)C(=O)c1c(C)nn(Cc2ccccc2)c1C	-0.1%	/	2.0%
CNC(=S)N(Cc1ccc2c(c1)OCO2)C1CC(=O)N(c2ccccc2)C1=O (stereo not drawn)	3.1%	3.4%	-4.0%
FC(F)(F)c1cccc(N2CCN(c3nnnn3-c3ccccc3)CC2)c1	-3.4%	10.8%	-18.9%
COc1cccc(C(=O)NCCS(=O)(=O)NCC2CCCO2)c1 (stereo not drawn)	/	-6.9%	-6.4%
COc1ccc(OC)c(CNc2nc3ccccc3n2CCN2CCCCC2)c1	8.4%	?	?
CC(C)CNC(=O)c1ccc(NC(=O)c2ccccc2[N+](=O)[O-])cc1	-1.1%	-3.2%	-10.9%
CCCC(=O)C1=C(O)C(C(=O)OC)C(C)(C)CC1=Nc1ccccc1 (stereo not drawn)	5.4%	3.2%	?
COc1ccccc1N1CCN(C(=O)Nc2cccc(C)c2)CC1	2.1%	10.8%	?
CCOc1cc(C(=O)OCC(=O)Nc2cc(C)on2)ccc1OCC(C)C	0.0%	14.0%	-8.6%

compound	TDP1 block	N370S GC	TDP1 cell noCPT
Cc1cc(C)n(CC(C)Nc2nc3nonc3nc2N2CCCCC2)n1 (stereo not drawn)	6.0%	10.4%	-1.8%
CCOc1cc(/C=N/Nc2nnc(C)n2N)ccc1O	/	-13.4%	-7.4%
Cc1ccc(C(=O)NC2(C(F)(F)F)C(=O)Nc3c2c(=O)[nH]c(=O)n3CCc2ccccc2)cc1 (stereo not drawn)	1.1%	/	10.1%
CC1CCN(S(=O)(=O)c2cn(CC(=O)Nc3ccc(F)c(Cl)c3)c(=O)c3ccccc23)CC1	0.0%	/	23.1µM*
CN1C(=O)C(O)(CC(=O)c2cccc(-n3cccc3)c2)c2ccccc21 (stereo not drawn)	6.6%	-1.8%	?
CN(C)C(CNC(=S)Nc1ccccc1Cl)c1cccnc1 (stereo not drawn)	-4.6%	7.9%	-22.1%
CC1CN(C(=O)COC(=O)c2nn(-c3ccccc3)c(=O)c3ccccc23)CC(C)O1 (stereo not drawn)	4.9%	-0.4%	-20.3%
COc1ccccc1OCCCCCc1c(C)n[nH]c1C	2.5%	3.7%	?
CCOCCCNC(=O)C(c1ccc(OC)cc1)N(Cc1ccc2c(c1)OCO2)C(=O)c1ccccn1 (stereo not drawn)	7.7%	4.1%	-18.6%
Cc1ccc2c(c1)C(c1ccncc1)=NNC(c1ccc(F)cc1)=N2	5.0%	-0.1%	-27.9%
O=C(CNC1C(=O)Nc2ccccc21)Sc1ccccc1 (stereo not drawn)	4.7%	-19.3%	0.6%
COc1ccc(N2CCN(CC(O)COc3ccc([N+](=O)[O-])cc3)CC2)cc1 (stereo not drawn)	0.6%	-5.0%	-4.6%
O=C1CC(=O)Nc2cc(S(=O)(=O)N3CCOc4ccccc43)ccc2N1	2.8%	?	-0.2%&-18.7%
Cc1cccc(N2C(S)=C(C#N)C(=O)NC2c2ccco2)c1 (stereo not drawn)	0.0%	-10.4%	?
COc1ccc(CN2CCN(CC3CC3)CC2CCO)cc1C (stereo not drawn)	-17.0%	-6.9%	-21.7%
Fc1cccc(Cl)c1Cn1nnc2c(NCc3ccccn3)ncnc21	4.9%	6.1%	-25.4%
CC1CCC(N(CCCN)Cc2ccco2)CC1C (stereo not drawn)	2.7%	-1.3%	20.6µM*
CC(C)c1nnc(N2C(=O)C(O)=C(C(=O)c3cccs3)C2c2ccccc2)s1 (stereo not drawn)	-2.6%	-7.9%	1.9%

Screens (PubChem BioAssay)
